Assay outcomes from PubChem.
HTT aggregate – mutant huntingtin aggregation inhibition; PC12 HttQ103-GFP aggregates, Acumen cytometry, 40 h; AID 1688; 220,000 tested, 1.1% active; Potency, µM (doses to about 46.1 µM), inactives show at the top dose activity change, negative = inhibition, most hits filed as inhibitors; further: potency means the concentration at half of the fitted maximal effect; on the % scale 0 is the no-effect control and ±100 the full control effect; nearly all actives have a fitted effect of over 60% in size
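Huntingtin Q103 exon 1–GFP aggregates in induced PC12 cells (100 nM tebufenozide) were quantified by cytometry from lysates, with compounds dosed in titration.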
NPSR antag – antagonists of human neuropeptide S receptor cAMP signaling. Q6W5P4. CHO-NPSR cells, cAMP TR-FRET, antagonist mode. Potency, µM (highest dose often 38.3 µM), without a hit: at the highest dose activity change, negative = inhibition, hits mostly inhibitors. 220,000 tested, 1% active. AID 1461; further: potency means the concentration at half of the fitted maximal effect; on the % scale 0 is the no-effect control and ±100 the full control effect; nearly all actives have a fitted effect of over 50% in size; many of its hits are not listed in these tables
IMPase Li cell – IMPase inhibition in cells with lithium potentiation; CHO-M1 cells, IP1 TR-FRET (IP-One), carbachol + lithium; Potency, µM (titrated, usually from 59.4 µM), without a hit: at the highest dose activity, negative = IMPase inhibition, usual class: inhibitors; 210,000 tested, 0.35% active;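 further: IP1 builds up when IMPase is blocked and the TR-FRET signal falls; potency means the concentration at half of the fitted maximal effect; plate controls were basal vehicle for no effect and high inhibitor control for full effect; nearly all actives have a fitted effect of over 50% in size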
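CHO-M1, 2000 cells/well, 16–30 h culture; cpd + low Li+, 30 min 37C; lysis with d2-IP1/Eu-anti-IP1 Ab, 10 min RT; TR-FRET 665/620 ratio and 620 channel; AC50 via Hill.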
Luc counter – counter-screen: inhibitors of Kinase-Glo firefly luciferase; Q27757; Kinase-Glo luciferase, ATP luminescence, 8 min; Potency, µM (highest dose often 38.3 µM), for the others: top-dose activity change, negative = inhibition, most hits filed as inhibitors; 200,000 tested, 0.28% active; AID 1379; further: potency means the concentration at half of the fitted maximal effect; on the % scale 0 is the no-effect control and ±100 the full control effect; nearly all actives have a fitted effect of over 60% in size
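Compound is pinned into ATP-containing buffer (10 uM ATP, imidazole pH 7.2, 7 mM MgCl2). Kinase-Glo luciferase reagent is then added. Light output is recorded following an 8-min room-temperature incubation.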
CBFb RUNX1 block – inhibitors of human CBF-beta and RUNX1 interaction | Potency, µM (series often up to 59.8 µM), for the others: top-dose activity, negative = inhibition, usual class: inhibitors | AID 1477 | Q01196+Q13951 | AlphaScreen CBFb-His/RUNX1-biotin binding, biochemical | 230,000 tested, under 10 active; further: % of control where 0% means no effect
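Compounds were screened at multiple concentrations against a preformed CBF-beta(His)/RUNX1(biotin) complex (30 nM of each) for 15 min at room temperature, followed by 90 min with nickel and streptavidin beads and AlphaScreen reading.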
Epigenetic derep – derepresses silenced GFP reporter in murine cells; murine LDR cells, GFP reporter derepression, 30 h; Potency, µM (top dose mostly 53.9 µM), inactives show top-dose GFP activation, hits mostly activators; 280,000 tested, 0.2% active; further: potency means the concentration at half of the fitted maximal effect; % of control where 0% means no effect; nearly all actives have a fitted effect of over 60% in size
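GFP-positive cell count by laser-scanning cytometry (objects 20–120 um) after 30 h, 37 C compound exposure of murine LDR cells; reporter is CMV-GFP integrated at a silenced locus, inducible by HDAC or DNMT inhibitors.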
L3MBTL1 block – L3MBTL1 (human) inhibition; AlphaScreen L3MBTL1–H3K9me1 peptide binding; Potency, µM (doses to about 57.1 µM), for inactives: at the highest dose activity, negative = inhibition, actives largely listed as inhibitors; 230,000 tested, 0.66% active; AID 485360; further: potency means the concentration at half of the fitted maximal effect; on the % scale 0 is the no-effect control and ±100 the full control effect; nearly all actives have a fitted effect of over 60% in size
Target sequence (Q9Y468 whole entry, looked up): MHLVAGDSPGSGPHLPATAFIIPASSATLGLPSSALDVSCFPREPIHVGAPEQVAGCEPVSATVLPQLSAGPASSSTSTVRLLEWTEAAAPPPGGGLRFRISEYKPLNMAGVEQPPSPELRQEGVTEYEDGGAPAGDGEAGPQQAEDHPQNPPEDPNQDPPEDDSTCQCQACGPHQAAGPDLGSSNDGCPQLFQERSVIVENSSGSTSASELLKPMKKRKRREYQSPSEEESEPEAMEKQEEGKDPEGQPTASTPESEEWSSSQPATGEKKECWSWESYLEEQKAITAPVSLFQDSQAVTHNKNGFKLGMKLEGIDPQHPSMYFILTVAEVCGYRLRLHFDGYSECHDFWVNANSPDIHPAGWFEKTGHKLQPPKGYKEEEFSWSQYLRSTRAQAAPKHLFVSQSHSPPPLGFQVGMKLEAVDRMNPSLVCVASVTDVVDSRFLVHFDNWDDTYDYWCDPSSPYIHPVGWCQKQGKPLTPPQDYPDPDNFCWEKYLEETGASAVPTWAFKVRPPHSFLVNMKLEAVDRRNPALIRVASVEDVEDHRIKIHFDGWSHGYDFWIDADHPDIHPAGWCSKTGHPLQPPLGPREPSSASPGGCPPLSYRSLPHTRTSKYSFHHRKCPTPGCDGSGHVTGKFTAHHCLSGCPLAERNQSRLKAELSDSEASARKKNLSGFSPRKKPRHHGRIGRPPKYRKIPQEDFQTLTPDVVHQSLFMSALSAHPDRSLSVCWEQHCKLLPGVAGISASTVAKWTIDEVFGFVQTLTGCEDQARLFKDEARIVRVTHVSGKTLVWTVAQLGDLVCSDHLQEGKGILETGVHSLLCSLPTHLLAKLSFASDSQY
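First, the protein-peptide complex forms for 30 min at room temperature (L3MBTL1 50 nM, biotinylated H3K9me1 peptide 75 nM). Next, compounds are pin-transferred and incubated 30 min. Finally, AlphaScreen beads are added and read after 30 min.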
Starred values were filed as active, the others as inactive; ? = inconclusive; . = not tested or not shown; [ ] = another dose, or the depositor's remark. The call rests on the fitted dose curve; in most records, active means well fitted curve in the direction sought with a large enough effect; inconclusive means small, poorly fitted or top-dose-only effect, or another doubt; inactive means no such curve, though single readings can be large; an effect the other way counts as inactive or inconclusive. The list is partial. The share of hits here may be higher or lower than overall.

SMILES	HTT aggregate	NPSR antag	IMPase Li cell	Luc counter	CBFb RUNX1 block	Epigenetic derep	L3MBTL1 block
COc1ccc(N2C(=O)c3ccccc3NC2c2ccc(OC)c(CSc3ccccn3)c2)cc1 (stereo unspecified)	-5.2%	12.6µM*	?	2.4%	-2.7%	1.2%	1.7%
O=C1c2ccccc2C(=O)N1CCCc1nc(-c2ccccn2)no1	-4.0%	1.4%[46.1 µM]	29.4%[38.3 µM]	-0.3%	6.1%	-3.0%	2.5%
CCCC1(C)NC(=O)c2ccccc2O1 (stereo unspecified)	-22.0%[9.22 µM]	-0.5%	5.9%	2.1%	7.4%	1.1%	8.3%
COc1cccc(-n2c(C)nc3c(cnn3-c3ccc(Cl)cc3)c2=O)c1	?	-12.8%[46.1 µM]	36.7%[activator][38.3 µM]	1.3%	3.6%	-1.1%	-1.6%
Cc1cccc(C2(c3cccc(C)c3)CC2C(=O)Nc2ccc([N+](=O)[O-])cc2O)c1 (stereo unspecified)	?	?	20.0%	-2.2%	?	3.8%	-19.2%
Cc1sc2nc(CSCC(=O)Nc3c(Cl)cccc3Cl)[nH]c(=O)c2c1C	-17.6%	-9.7%	6.3%	3.1%	7.8%	?	0.3%
Cc1ccc2oc(=O)c3cc(C(=O)NCCN4CCN(C)CC4)sc3c2c1	-14.5%	-0.5%[46.1 µM]	29.4%[38.3 µM]	-2.2%	9.0%	-0.8%	35.5µM*
Cc1ccc(C(=O)NN(C)c2nc3ccccc3nc2C(F)(F)F)cc1	-16.4%	-9.2%[46.1 µM]	-0.1%[38.3 µM]	4.4%	8.6%	3.5%	-1.5%
O=C(Cc1cccc2ccccc12)Nc1ccc(OC(F)F)c(Cl)c1	-23.3%	-44.7%	19.2%	2.7%	-1.3%	0.0%	4.6%
Cc1cccc(N2CCN(C(=O)CN(C)S(=O)(=O)c3ccc4c(c3)CCC(=O)N4)CC2)c1C	-27.0%	-17.2%[46.1 µM]	-13.9%[38.3 µM]	2.0%	-6.6%	1.1%	.
Cn1c(-c2ccc3c(c2)OCO3)cnc1NCc1cccc(O)c1	12.2%[9.22 µM]	14.3%	16.9%	1.4%	6.7%	-5.5%	-21.5%
O=C(O)CCC(=O)N1CCOc2ccc(Cl)cc21	13.2%	1.3%[46.1 µM]	8.1%[38.3 µM]	-3.5%	0.6%	-1.1%	2.0%
NC(=O)c1nsc(C(=O)N(CC(=O)NCc2ccc3c(c2)OCO3)C2CCCCC2)c1N	0.9%	-27.5%[46.1 µM]	-8.3%[38.3 µM]	-8.0%	1.6%	-5.6%	-2.0%
COc1ccc(OC)c(C2N(c3ccccn3)C(=O)C3CCCN32)c1 (stereo unspecified)	-20.3%	-6.5%[46.1 µM]	.	.	3.7%	2.0%	-0.7%
Cc1nnc(NC(=O)CSc2nc3c(c(=O)n(C)c(=O)n3C)n2C(C)C)s1	6.1%[9.22 µM]	26.7%	0.2%	-5.3%	2.4%	-0.7%	0.5%
CCOc1ccccc1-n1c(CNc2ccc(F)cc2)nnc1SCC(=O)NCc1ccco1	-12.0%	-15.6%[46.1 µM]	16.0%	-0.6%	5.6%	2.0%	-15.8%
Cc1ccc(NC(=O)CS(=O)CC(=O)N(c2ccc(C)cc2)C(C)C(=O)NC2CCCCC2)cc1 (stereo unspecified)	0.7%	-16.5%[46.1 µM]	-2.1%	1.3%	-14.1%	-1.0%	-2.7%
Cc1ccc(-c2nc(C)sc2CC(=O)O)cc1	15.3%	-10.2%[46.1 µM]	10.6%[38.3 µM]	0.9%	5.6%	1.2%	.
Cn1c(=O)c2c(ncn2CC(=O)Nc2nc(-c3ccccc3Cl)cs2)n(C)c1=O	-30.3%	6.6%[46.1 µM]	-6.2%[38.3 µM]	-3.7%	-8.3%	-1.2%	1.0%
CN(C)c1ccc(C(=O)NNC(=O)c2ccc(Cl)cc2)cc1	-2.4%[9.22 µM]	-21.2%	.	.	4.0%	0.5%	-2.3%
O=C(Cc1cccs1)Nc1nnc(CCc2ccccc2)s1	4.4%	-15.9%[46.1 µM]	21.7%[38.3 µM]	-0.4%	6.0%	-1.0%	-2.8%
N#Cc1cccc(NC(=O)N2CCC(c3nc4c(nnn4Cc4cccc(Cl)c4)c(=O)[nH]3)CC2)c1	0.6%	-17.3%[46.1 µM]	-2.6%[38.3 µM]	-3.0%	-2.7%	-1.1%	1.0%
OCCC1CN(Cc2cccc3nccnc23)CCN1Cc1ccc(F)c(F)c1 (stereo unspecified)	17.9%[9.22 µM]	18.9%	18.0%	-1.4%	1.1%	0.0%	0.6%
N/C(=N\c1nc2ccccc2o1)NC(=O)c1ccc(F)cc1	-5.0%	-4.7%[46.1 µM]	-1.3%[38.3 µM]	-1.6%	2.6%	0.8%	-1.2%

Already shown: 7 of the compounds above.
SMILES	HTT aggregate	NPSR antag	IMPase Li cell	Luc counter	CBFb RUNX1 block	Epigenetic derep	L3MBTL1 block
Cc1ccc(NC(=O)CS(=O)CC(=O)N(c2ccc(C)cc2)C(C)C(=O)NC2CCCCC2)cc1 (stereo unspecified)	0.7%	-16.5%[46.1 µM]	-2.1%	1.3%	-14.1%	-1.0%	-2.7%
Cc1ccc(-c2nc(C)sc2CC(=O)O)cc1	15.3%	-10.2%[46.1 µM]	10.6%[38.3 µM]	0.9%	5.6%	1.2%	.
Cn1c(=O)c2c(ncn2CC(=O)Nc2nc(-c3ccccc3Cl)cs2)n(C)c1=O	-30.3%	6.6%[46.1 µM]	-6.2%[38.3 µM]	-3.7%	-8.3%	-1.2%	1.0%
CN(C)c1ccc(C(=O)NNC(=O)c2ccc(Cl)cc2)cc1	-2.4%[9.22 µM]	-21.2%	.	.	4.0%	0.5%	-2.3%
O=C(Cc1cccs1)Nc1nnc(CCc2ccccc2)s1	4.4%	-15.9%[46.1 µM]	21.7%[38.3 µM]	-0.4%	6.0%	-1.0%	-2.8%
N#Cc1cccc(NC(=O)N2CCC(c3nc4c(nnn4Cc4cccc(Cl)c4)c(=O)[nH]3)CC2)c1	0.6%	-17.3%[46.1 µM]	-2.6%[38.3 µM]	-3.0%	-2.7%	-1.1%	1.0%
OCCC1CN(Cc2cccc3nccnc23)CCN1Cc1ccc(F)c(F)c1 (stereo unspecified)	17.9%[9.22 µM]	18.9%	18.0%	-1.4%	1.1%	0.0%	0.6%

Next part.
SMILES	HTT aggregate	NPSR antag	IMPase Li cell	Luc counter	CBFb RUNX1 block	Epigenetic derep	L3MBTL1 block
Cc1cccc(OCC(=O)N2CCN(C(=O)c3cccs3)CC2)c1	-13.2%	-15.1%[46.1 µM]	-11.8%[38.3 µM]	13.3%	2.3%	-0.9%	4.9%
N#Cc1nc(-c2ccc(OCc3ccccc3)cc2)oc1NCCCn1ccnc1	?	?	5.7%[38.3 µM]	-7.5%	?	-2.8%	?
CCOC(=O)NC(CC(=O)O)c1ccc(OC)cc1 (stereo unspecified)	4.3%	-14.5%[46.1 µM]	-6.1%[38.3 µM]	-1.1%	10.7%	9.1%	8.8%
CC(C)OP(=O)(OC(C)C)C(Nc1ccccn1)c1ccc(F)cc1 (stereo unspecified)	8.6%	13.3%	1.8%	1.3%	1.1%	-1.6%	-2.9%
CCOc1ccc(-c2[nH]ncc2-c2ccc(OC)c(OC)c2)c(O)c1	18.7%	-28.8%[46.1 µM]	31.5%[activator][38.3 µM]	4.4%	5.8%	-12.2%	-15.2%
CCOC(=O)c1sc(NC(=O)C(CC)OC(=O)C(CC(C)C)NC(=O)c2ccccc2)nc1C (stereo unspecified)	22.3%	-22.0%[46.1 µM]	12.5%[38.3 µM]	0.7%	3.0%	-3.3%	-0.6%
CCOC(=O)c1cc2c(=O)n3cccc(C)c3nc2n(Cc2ccco2)c1=NC(=O)c1cccnc1	27.8%	-9.6%[46.1 µM]	26.9%[38.3 µM]	-1.1%	-11.7%	0.0%	-9.6%[11.4 µM]
O=C(NC1CCCc2ccccc21)C1CCN(S(=O)(=O)N2CCCCCC2)CC1 (stereo unspecified)	-20.5%	-17.6%[46.1 µM]	13.1%[38.3 µM]	0.9%	5.3%	0.4%	-1.7%
Cc1ccc(-c2cc(C(=O)Nc3nn[nH]n3)c3ccccc3n2)cc1	-2.3%	-6.4%[46.1 µM]	-0.2%[38.3 µM]	-3.9%	-3.4%	0.1%	7.2%
C/C(CC(=O)Nc1ccc(Cl)cc1Cl)=N\NC(=O)c1ccncc1	3.7%[9.22 µM]	1.9%	.	.	20.1%	1.1%	-15.7%
Clc1cccc(-c2nnc(-c3ccccc3)o2)c1	-18.9%	-9.3%[46.1 µM]	27.1%[38.3 µM]	-24.6%	14.9%	0.0%	1.2%[11.4 µM]
COc1ccc(OC)c(C(=O)c2ccc(C(=O)N3CCN(Cc4csc(C)n4)CC3)cc2)c1	-28.5%[9.22 µM]	-4.4%	0.7%	-0.9%	-4.3%	-0.6%[10.1 µM]	?
Cc1ccc(Oc2ncccc2N)c2c1CCC2	8.3%[9.22 µM]	3.3%	.	.	-2.8%	0.0%	-13.4%
O=C(NCc1ccccc1)C1=C[C@@H](c2coc3ccccc3c2=O)C[C@@H](OCc2ccc(CO)cc2)O1	30.6%[9.22 µM]	45.3%	2.3%	.	-0.2%	-0.7%	-1.3%
COc1ccc(C2C(C(=O)NCc3ccccn3)c3ccccc3C(=O)N2C)cc1OC (stereo unspecified)	9.5%	-26.8%[46.1 µM]	-18.7%[38.3 µM]	-3.8%	4.1%	0.0%	40.6%[activator]
N#Cc1ccccc1NC(=O)CSc1nnc(-c2ccncc2)o1	7.3%	8.6%	2.7%	-0.6%	22.1%	-1.5%	12.5%
Brc1cccc(OCCCN2CCCCCC2)c1	6.6%	-18.3%	17.6%	-2.3%	7.6%	0.4%	-5.2%
C=CCCC1(C)C(=O)N(c2ccccc2)c2ccccc21 (stereo unspecified)	-13.6%	-46.0%	-1.8%	-3.9%	1.5%	-6.1%	17.8%
Cc1cc(C)c2cc3c(N)c(C(=O)Nc4c(C)[nH]c(=O)[nH]c4=O)sc3nc2c1	-4.5%	0.6%	4.6%	1.4%	-0.6%	0.0%	10.8%
O=C(O)[C@@H](O)[C@@H](O)[C@H](O)[C@H](O)CO	4.6%	.	-7.2%	-5.1%[7.66 µM]	.	.	.
CCN1C(=O)C(CC(=O)Nc2ccc(OC)cc2)N(Cc2cccnc2)C1=S (stereo unspecified)	-3.9%	-6.3%[46.1 µM]	-6.3%[38.3 µM]	-2.7%	-2.0%	0.9%	-1.5%
